# From PubChem
# BAP1 inh = inhibitors of BAP1 deubiquitinase, primary screen, biochemical, Ub-AMC fluorescence, kinetic. recombinant BAP1, Ub-AMC hydrolysis fluorescence kinetic; hits give low values. activity remaining (% of control), % at 20 µM. 72,000 tested, 0.48% active. AID 436, 2006;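 active = activity remaining at or below 50% of control, provided the compound also passes the data quality filters; inactive = the rest, including low values that fail the filters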;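 note: 100% = DMSO wells rate and 0% = substrate alone blank rate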
# Target sequence (Q92560 whole entry, looked up): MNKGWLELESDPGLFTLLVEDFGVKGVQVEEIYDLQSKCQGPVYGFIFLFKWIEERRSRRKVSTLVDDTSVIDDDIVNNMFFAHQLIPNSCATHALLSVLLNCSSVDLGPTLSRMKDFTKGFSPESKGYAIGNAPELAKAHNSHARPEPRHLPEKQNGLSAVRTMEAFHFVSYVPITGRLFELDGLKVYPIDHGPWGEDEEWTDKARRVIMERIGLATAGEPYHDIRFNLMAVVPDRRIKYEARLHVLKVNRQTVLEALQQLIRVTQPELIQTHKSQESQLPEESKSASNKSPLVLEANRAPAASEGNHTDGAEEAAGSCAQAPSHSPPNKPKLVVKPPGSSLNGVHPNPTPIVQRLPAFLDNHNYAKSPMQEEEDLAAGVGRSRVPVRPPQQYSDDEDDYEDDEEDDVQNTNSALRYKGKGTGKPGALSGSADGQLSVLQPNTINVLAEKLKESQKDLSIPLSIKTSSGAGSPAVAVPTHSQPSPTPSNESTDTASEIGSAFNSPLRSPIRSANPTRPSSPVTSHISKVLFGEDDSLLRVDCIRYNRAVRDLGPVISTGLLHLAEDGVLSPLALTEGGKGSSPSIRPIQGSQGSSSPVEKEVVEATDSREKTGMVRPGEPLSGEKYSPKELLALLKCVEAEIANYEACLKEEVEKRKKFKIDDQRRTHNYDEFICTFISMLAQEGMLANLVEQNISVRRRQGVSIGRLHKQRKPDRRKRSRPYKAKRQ
# HePTP inhibitor = inhibitors of human HePTP phosphatase, primary screen, biochemical, absorbance, leukemia target; inhibition, % at 20 µM; recombinant HePTP phosphatase activity, OD absorbance; AID 521, 2006; 110,000 tested, 0.64% active; Tyrosine-protein phosphatase non-receptor type 7 (Homo sapiens), P35236; in the data active = inhibition above about 50%;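 note: plate controls were vehicle for no effect and reference inhibitor for full effect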
# Target sequence (P35236 whole entry, looked up): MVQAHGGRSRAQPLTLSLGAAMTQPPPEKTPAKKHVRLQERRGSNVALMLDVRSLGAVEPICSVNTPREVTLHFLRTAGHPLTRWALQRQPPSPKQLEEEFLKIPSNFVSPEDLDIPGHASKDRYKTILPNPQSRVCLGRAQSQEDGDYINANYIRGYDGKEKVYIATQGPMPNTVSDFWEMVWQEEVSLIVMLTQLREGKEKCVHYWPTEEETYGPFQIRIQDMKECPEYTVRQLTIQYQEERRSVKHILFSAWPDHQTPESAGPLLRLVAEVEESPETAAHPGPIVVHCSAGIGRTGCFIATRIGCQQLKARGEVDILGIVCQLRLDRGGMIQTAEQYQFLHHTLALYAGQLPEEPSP
# * hit, by the source's call; . = not tested or not shown; & = joins results of further samples.
mol,BAP1 inh,HePTP inhibitor
CCn1cnc2cc(NCc3cccc(OC)c3O)ccc21,113.4,8.6
COC(=O)c1ccc(Oc2ccc3nnc(C)n3n2)cc1,96.3,2.7
COc1ccc(NC(=O)c2ccc(N(C)S(=O)(=O)c3ccccc3)cc2)cc1OC,.,5.5
CCOc1ccc(S(=O)(=O)Nc2ccccc2OC)cc1,.,0.6
COc1ccc(S(=O)(=O)NC2CCCCC2)cc1C,115.0,2.5
COCCOC(=O)c1c(NC(=O)CN2CCOCC2)sc(C(N)=O)c1C,85.7,3.5
O=C(CC(C(=O)O)C1CCCO1)Nc1cccc(C(F)(F)F)c1 (stereo not drawn),92.1,8.9
O=C(COC(=O)CSCC(=O)N1CCCCC1)NCc1ccc(F)cc1,78.3,3.2
O=C(Nc1ccc(OC(F)(F)F)cc1)c1cccc2c(Br)cccc12,.,-0.4
Cn1ccnc1-c1nc2ccccc2[nH]c1=O,.,-3.3
Cc1cc(Cl)ccc1OC(C)C(=O)NCC1CCCO1 (stereo not drawn),.,7.6
Cc1noc(NS(=O)(=O)c2ccc(NC(=O)CSc3nc4ccccc4[nH]3)cc2)c1C,118.4,3.3
Cc1ccc(C(=O)N2N=C(c3ccncc3)CC2(O)C(F)(F)F)cc1 (stereo not drawn),.,12.0
Cc1ccc(CN(Cc2cc3cccc(C)c3[nH]c2=O)C(=O)N(C)C)cc1,87.3,-4.0
COC(=O)c1ccc(NC(=O)C2COc3ccccc3O2)cc1 (stereo not drawn),.,4.4
Cc1noc(C)c1S(=O)(=O)N1CCN(C(c2ccccc2)c2ccc(Cl)cc2)CC1 (stereo not drawn),63.1,1.2
COc1cccc(/C=C2\N=C(c3ccccc3Br)OC2=O)c1,.,-4.1
COc1ccc(N2CCN(C3CC(=O)N(c4ccc5c(c4)OCCO5)C3=O)CC2)cc1 (stereo not drawn),85.7,1.9
CCOC(=O)c1sc(NC(=O)C2CC3CCC2C3)c(C(=O)OCC)c1C (stereo not drawn),.,1.0
CCCCCNC(=O)c1ccc2c(=O)n(CC3CCCO3)c(=O)[nH]c2c1 (stereo not drawn),56.3,-2.2
CCN(CC)CCn1c(O)c(N=O)c2ccccc21,107.7,-2.8
O=C(NCC(c1cccnc1)N1CCN(c2ccc(F)cc2)CC1)OCc1ccccc1 (stereo not drawn),117.6,11.3
O=[N+]([O-])c1ccc(CNCC2OCCc3ccccc32)cc1 (stereo not drawn),.,3.0
Cc1ccc(NC(=O)C(F)(F)F)cc1C,.,-14.8
CCCS(=O)(=O)c1c(S(=O)(=O)CCC)c2ccccn2c1C(=O)c1ccc([N+](=O)[O-])cc1,.,-4.9
CC1=C(C(=O)Nc2ccc(C)cc2)C(c2cccc(Br)c2)NC(=S)N1 (stereo not drawn),.,-5.9
CCCCOC(=O)C1=C(C)NC2=C(C(=O)CCC2)C1c1ccc(O)c(OCC)c1 (stereo not drawn),67.7,.
O=C(NC1CCCC1)c1csc2c1CCCC2,90.0,1.9
COc1ccccc1-c1nnc(SCC(=O)Nc2ccccc2)o1,111.7,7.4
COc1ccc(N=C(C)c2cc(Cl)ccc2O)cc1,.,6.7
CCCC1Cc2nc(N3CCCCC3)c(C#N)cc2CO1 (stereo not drawn),103.2,11.2
CCC(=O)Nc1c2c(nn1-c1cccc(Cl)c1)CSC2,79.0,4.8
COC(=O)c1cc(C(=O)NCc2ccccc2OC)cc([N+](=O)[O-])c1,.,0.0
CCOC(=O)c1cnn(-c2ncnc3sc4c(c23)CCC4)c1N,84.1,5.2
CCN1C(=O)c2cccc3c(NS(=O)(=O)c4ccc([N+](=O)[O-])cc4)ccc1c23,58.8,.
CNC(=O)c1cc2c(s1)CCCCCC2,96.7,6.3
CCOC(=O)c1ccc(NC(=O)CCc2c(C)nc3ncnn3c2C)cc1,88.8,6.0
CCCc1nnc(NC(=O)CN2C(=O)C3C4C=CC(C4)C3C2=O)s1 (stereo not drawn),102.3,-8.5
COc1ccc(-n2ncc3c(NCc4ccc5c(c4)OCO5)ncnc32)cc1,136.2,11.8
CCOC(=O)c1c(NC(=O)c2ccc(C)c(C)c2)sc(C(C)=O)c1C,.,-3.5
O=C(Nc1ccc(Cl)cc1)N1CCCc2ccccc21,.,3.1
CC(C)(C)C1=NN(C(=O)c2ccccc2)C(O)(C(F)(F)F)C1 (stereo not drawn),.,-14.5
O=C1CN(c2ccc(Br)cc2)C(=O)N1CC(=O)N1CCCc2ccccc21,73.2,-3.3
CC1Cc2cc(/C(O)=C3/C(=O)C(=O)N(CCN4CCOCC4)C3c3cccc(Cl)c3)ccc2O1 (stereo not drawn),61.5,14.3
Cc1ccc2cc(S(=O)(=O)N=Nc3c(O)[nH]c4ccc([N+](=O)[O-])cc34)ccc2c1,.,-10.3
O=C(CN(CC1CCCO1)S(=O)(=O)c1ccc(S(=O)(=O)NC2CC2)cc1)Nc1ccccc1 (stereo not drawn),97.4,3.2
NC(=S)N/N=C/c1ccc(-c2cccc(Cl)c2Cl)o1,.,-10.8
COc1cc(OC)cc(C(=O)Nc2cc(Cl)ccc2C)c1,.,-4.6
CC(=O)N1CCN(C(CNS(=O)(=O)c2ccc(C)cc2)c2ccccc2)CC1 (stereo not drawn),.,0.9
CCCCc1ccc(NC(=O)c2ccc([N+](=O)[O-])o2)cc1,.,-1.2

# New compounds follow
mol,BAP1 inh,HePTP inhibitor
CCCc1nc2ccccc2n1C(=O)/C=C\C(=O)O,.,-2.0
Cc1cc(Oc2ccc(Cl)cc2)nc(-c2ccccc2O)n1,76.0,8.7
CC(=O)c1cccc(NC(=O)c2c(F)c(F)c(F)c(F)c2F)c1,94.4,6.0
CC1=C(C(=O)OCc2ccc3c(c2)OCO3)C(c2ccc(F)cc2)NC(=O)N1 (stereo not drawn),75.1&108.6,6.6
Cc1cccc(NC(=O)/C(C#N)=C\c2ccc(Sc3ccccc3)o2)c1C,.,5.2
CCC(c1nnc(SCC(=O)Nc2nnc(-c3ccccc3)o2)n1Cc1ccccc1)N(C)C (stereo not drawn),95.2,0.5
O=C(O)CCCC(=O)N1CC(=O)Nc2ccccc21,82.7,6.5
CCS(=O)(=O)N1CCN(c2ccccc2F)CC1,105.5,-2.3
O=C(N1CCOCC1)N1CCCN(C(=O)N2CCOCC2)CC1,97.1,6.2
COc1ccc(/C=C2\SC(=O)N(CCC(=O)N3CCOCC3)C2=O)cc1OC,.,103.6*
O=C(NCc1ccc(N2CCCC2=O)cc1)Nc1cccc(Cl)c1,193.8,1.2
Cc1nc2sc(C(c3cccc(F)c3)N3CCCCC3)c(O)n2n1 (stereo not drawn),100.7,5.4
CCOC(=O)Nc1sc2c(c1C(N)=O)CCC(C)C2 (stereo not drawn),.,102.7*
Cc1ccc(OCC(=O)Nc2ccc3oc(-c4ccc(F)cc4)nc3c2)cc1C,.,3.3
CS(=O)(=O)N(CCc1ccccc1)CC(=O)N1CCCCC1,66.7,5.6
Cc1nc(/N=C(\N)NC(=O)Cc2ccccc2)nc2ccccc12,87.1,.
O=C(NCCC1=CCCCC1)C1CCN(S(=O)(=O)c2cccc3nonc23)CC1,72.1,5.1
CCCCC(=O)Nc1nc2ccc3nc(C)sc3c2s1,102.4,2.1
O=[N+]([O-])c1cc(-c2nnc(-c3ccco3)o2)ccc1Cl,.,-3.0
CCOC(=O)C1=C(C)OC(N)=C(C(=O)OCC)C1c1ccc([N+](=O)[O-])cc1 (stereo not drawn),.,-17.0

# In the list so far, 5 contain an NH in an aromatic ring.
mol,BAP1 inh,HePTP inhibitor
Cn1ccnc1-c1nc2ccccc2[nH]c1=O,.,-3.3
Cc1noc(NS(=O)(=O)c2ccc(NC(=O)CSc3nc4ccccc4[nH]3)cc2)c1C,118.4,3.3
Cc1ccc(CN(Cc2cc3cccc(C)c3[nH]c2=O)C(=O)N(C)C)cc1,87.3,-4.0
CCCCCNC(=O)c1ccc2c(=O)n(CC3CCCO3)c(=O)[nH]c2c1 (stereo not drawn),56.3,-2.2
Cc1ccc2cc(S(=O)(=O)N=Nc3c(O)[nH]c4ccc([N+](=O)[O-])cc34)ccc2c1,.,-10.3

# (more compounds)
mol | BAP1 inh | HePTP inhibitor
c1ccc(-c2cc(-c3nc4ccccc4[nH]3)c3ccccc3n2)cc1 | . | -4.2
CCOC(=O)c1c(NC(=O)C2CCCCC2)sc(C)c1C | . | -4.8
O=C(c1ccncc1)N1CCN(Cc2ccccc2C(F)(F)F)CC1 | . | -2.2
O=C1NC(=O)N(c2ccc(Br)cc2)C(=O)/C1=C/c1cccc([N+](=O)[O-])c1 | . | 8.2
COc1ccc(C(=O)n2nc(C)c(Sc3ccc(C)cc3)c2C)cc1 | 65.6 | .
CC1(C)c2ccccc2N(CCO)C12C=Cc1cc([N+](=O)[O-])ccc1O2 (stereo not drawn) | . | 0.7
O=C(c1cc(-c2ccc(Cl)cc2Cl)on1)N1CCOCC1 | . | 6.5
CC1Cc2ccccc2N1S(=O)(=O)c1cnc[nH]1 (stereo not drawn) | 97.7 | 7.0
Cc1cc(C)cc(NC(=O)CN(c2ccccc2)S(C)(=O)=O)c1 | . | 3.9
Cc1cc(C(F)(F)F)nc(Nc2nc(C)c3ccccc3n2)n1 | 102.7 | 5.2
CC(C)CC(NC(=O)C(CC(C)C)NC(=O)OC(C)(C)C)C(=O)O (stereo not drawn) | 89.0 | 5.1
CCOC(=O)c1ccc(NC(=O)c2ccc(I)cc2)cc1 | . | -5.4
COc1cccc(N=Cc2c(O)n(-c3cc(OC)ccc3OC)c(=O)[nH]c2=O)c1 | . | 2.5
O=C(NCc1ccccn1)C(=O)Nc1nccs1 | . | -3.7
CCOC(=O)c1ccccc1NC(=O)c1cc(S(=O)(=O)N2CCOCC2)ccc1F | 149.1 | 3.9
COC(=O)c1cc(NC(=O)CCc2c(C)nc3ncnn3c2C)cc(C(=O)OC)c1 | 81.1 | 4.2
Cc1cc2cc(CN3C(=O)c4ccccc4C3=O)ccc2[nH]1 | 94.7 | .
Cc1cc(C)n(S(=O)(=O)c2ccc(Br)cc2C)n1 | . | -8.9
CCOc1ccc(N2C(=O)/C(=C/c3cccc4ccccc34)SC2=S)cc1 | . | -11.0
Cc1csc(NC(=O)c2ccc([N+](=O)[O-])cc2Cl)n1 | . | 0.0

# Shown as a hit in HePTP inhibitor (from the list above):
mol | BAP1 inh | HePTP inhibitor
COc1ccc(/C=C2\SC(=O)N(CCC(=O)N3CCOCC3)C2=O)cc1OC | . | 103.6*
CCOC(=O)Nc1sc2c(c1C(N)=O)CCC(C)C2 (stereo not drawn) | . | 102.7*

# (list continues)
mol | BAP1 inh | HePTP inhibitor
CC(=O)c1c(C)n(-c2ccccc2)c2ccc(OCC(O)CN3CCOCC3)cc12 (stereo not drawn) | 97.8 | 5.7
CN(CC(=O)N1CC=C(c2ccccc2)CC1)S(=O)(=O)c1ccc2c(c1)c(=O)n(C)c(=O)n2C | 94.2 | 1.0
COc1ccc(CCN(Cc2nc3ccccc3c(=O)[nH]2)C(=O)c2ccco2)cc1 | 89.8 | 9.3
C=CCn1c(/C=C(/OC(=O)c2ccccc2)c2ccccc2)nc2ccccc21 | . | 6.6
CCOc1ccc(-c2cc(CCCC(=O)NCCCOC)no2)cc1 | 96.5 | 4.1
Cc1ccccc1NCN1C(=O)C2C3C=CC(C3)C2C1=O (stereo not drawn) | 94.9 | -8.6
CC(=O)Nc1ccc(Nc2c3c(c(C#N)c4nc5ccccc5n24)CCC3)cc1 | . | 3.0
COCCCNC(=O)/C(=C\c1ccc(-c2ccc(Cl)cc2)o1)NC(=O)c1ccc(C)cc1 | . | -7.3
O=C1c2ccccc2C(O)N1Cc1ccccc1 (stereo not drawn) | 104.3 | -13.2
CCCCn1c(SCC(=O)O)nc2ccccc21 | 71.7 | 4.2
C=CCN(C(=O)Cn1nnc2ccccc21)C(C(=O)NCCOC)c1ccc(OC)cc1OC (stereo not drawn) | 95.1 | -0.3
COCCCN1CN(S(=O)(=O)c2ccc(Cl)cc2)c2nc3ccccc3nc21 | . | 5.4
CCOc1ccc(N(CC(=O)Nc2ccc(OC)cc2OC)S(=O)(=O)c2ccc(SC)cc2)cc1 | . | 7.8
CC1CC(C)CN(CCCNC(=O)c2ccc(CS(=O)(=O)Cc3ccccc3F)o2)C1 (stereo not drawn) | 94.8 | 6.8
CCOC(=O)C1CCN(C(=O)COc2ccc(S(=O)(=O)NC(C)C)cc2Cl)CC1 | 52.6 | -4.9
COc1ccc(NC(=O)C2C3CCC(C3)C2C(=O)O)c(OC)c1 (stereo not drawn) | . | -0.7
Nc1nnc(SCC(=O)c2ccc([N+](=O)[O-])cc2)s1 | . | 1.4
COC(=O)c1ccc(C2NC(=O)c3c(sc4c3CCN(C)C4)N2)cc1 (stereo not drawn) | 221.0 | .
O=C(Nc1ccccc1[N+](=O)[O-])c1cc2ccccc2o1 | . | 0.3
COc1ccc(N2C(=O)NC(=O)/C(=C\c3ccc(C)cc3)C2=O)cc1 | . | -6.0
COc1cccc(Cn2cccc(NC(=O)NC3CCCCC3)c2=O)c1 | 93.8 | 0.9
COc1ccc(CCNC(=O)CN(c2ccccc2OC)S(C)(=O)=O)cc1 | 95.9 | 7.2
CCC(=O)N1CCc2cc(S(=O)(=O)NCCC(=O)N3CC=C(c4ccccc4)CC3)ccc21 | 89.9 | 5.1
O=c1cc(CO)oc(CN2CCN(c3ccccc3F)CC2)c1O | 95.4 | -3.3
C=CCN1C(=O)/C(=C\c2cc(Cl)c(O)c(Cl)c2)C(=O)NC1=S | . | 9.6
Nc1ccc(CCNc2ncnc3c2ncn3C2OC(CO)C(O)C2O)cc1 (stereo not drawn) | 94.6 | .
Cc1cc(O)c(C2(C(F)(F)F)NCCNC2=O)cc1C (stereo not drawn) | 94.5 | 9.5
CN(C)c1cccc(NC(=O)c2cccc3ccccc23)c1 | . | -1.8

# Compounds were not picked by outcome, and some 0.79% of all compounds hit somewhere here.
